Bioassay records (PubChem BioAssay)
mcGAS MS inh = mouse cGAS inhibition by mass spec | Q8C6L5 | 130,000 tested, 0.18% active | AID 1259397 | recombinant mouse cGAS, cGAMP by RapidFire MS | inhibition, % at 12.5 µM;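 active = inhibition of cGAS enzyme activity at or above 60%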;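 note: enzyme stimulated by 45 bp dsDNA with ATP and GTP substrates; cGAMP share of summed cGAMP plus half ATP and half GTP signals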
Target sequence (Q8C6L5 whole entry, looked up): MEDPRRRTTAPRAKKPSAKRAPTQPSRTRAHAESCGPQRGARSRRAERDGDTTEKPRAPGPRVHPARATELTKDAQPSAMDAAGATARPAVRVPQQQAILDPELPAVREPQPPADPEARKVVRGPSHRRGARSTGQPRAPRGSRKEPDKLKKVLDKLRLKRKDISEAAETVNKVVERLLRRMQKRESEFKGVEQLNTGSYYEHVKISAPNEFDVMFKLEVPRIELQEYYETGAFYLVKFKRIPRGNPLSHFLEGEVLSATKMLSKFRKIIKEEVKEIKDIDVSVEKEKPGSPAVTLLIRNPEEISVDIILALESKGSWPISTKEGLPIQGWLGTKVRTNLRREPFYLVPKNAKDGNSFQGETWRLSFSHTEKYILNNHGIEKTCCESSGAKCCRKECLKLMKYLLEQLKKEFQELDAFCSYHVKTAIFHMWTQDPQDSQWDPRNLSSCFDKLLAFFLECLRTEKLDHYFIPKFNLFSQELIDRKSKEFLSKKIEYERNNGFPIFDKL
* hit, by the source's call; & = joins results of further samples. An excerpt, so the mix of outcomes need not match the whole.

SMILES	mcGAS MS inh
Cc1ccccc1-c1ncc(CN2[C@@H]3CC[C@H]2CC(O)C3)s1 (stereo partly specified)	-9
Cc1ccccc1S(=O)(=O)NC(=O)C1(C)CCN1C(=O)Cc1cccs1 (stereo unspecified)	-15
CCOC(=O)N1CCN(C2CCCN(C(=O)CCCc3cccs3)C2)CC1 (stereo unspecified)	-2&1
CCOc1ccc(/C=C(\C#N)c2[nH]nc(N)c2C#N)cc1OCC	6
O=C1CNC(=S)N1CC1CCCO1 (stereo unspecified)	-10
COc1coc(CN2CCOC(C(F)(F)F)C2)cc1=O (stereo unspecified)	5
CCc1ccc(CN(C)Cc2nc(-c3cccs3)no2)nc1	-1
Cc1ccc2c(C)c(C(=O)N3CCC(=O)N(CC4CC4)C(C(C)C)C3)oc2c1 (stereo unspecified)	-41
O=C(Cc1cc(F)cc(F)c1)N(Cc1ccccn1)CC1CCCO1 (stereo unspecified)	-8
O=[N+]([O-])c1cc(S(=O)(=O)Nc2ccc(Cl)c(S(=O)(=O)N3CCOCC3)c2)ccc1Cl	0
Cc1ccc(NC(=O)N(Cc2cccs2)CC2CCCO2)cc1 (stereo unspecified)	-10
CNC(=O)C1CCN(C(=O)c2ccccc2C(=O)c2ccc(F)cc2)CC1	-5
CN(C)c1cccc(NP2(=O)C=C(c3ccccc3)OC(c3ccccc3)=C2)c1	-7
CCC(C)n1c(C)c(C)n2c3c(=O)n(CC(=O)C(C)(C)C)c(=O)n(C)c3nc12 (stereo unspecified)	-2
Clc1ccc(-c2noc(CSc3nnc4n3CCCCC4)n2)cc1	-1
CCC(C)C(N)C(N)=O (stereo unspecified)	-6
Cc1ccccc1CSc1ncc(CO)n1CC(=O)NC1CC1	-6
Cc1cc(F)ccc1N1CCCC(NC(=O)c2ccc[nH]2)C1=O (stereo unspecified)	-5
Nc1nc(OCC(O)CO)c2n[nH]nc2n1 (stereo unspecified)	-2
O=[N+]([O-])c1ccc(C(O)C(CO)NP2(=O)C=C(c3ccccc3)SC(c3ccccc3)=C2)cc1 (stereo unspecified)	-3
Cc1ccccc1N1CCn2c1nc1c2c(=O)n(CCC(C)C)c(=O)n1C	-7
Cc1cc(I)ccc1NC(=O)NC(C)CCO (stereo unspecified)	0
CCOC1=CC(=C2C=CC(=[N+](C)C)C=C2)C=C(OCC)c2c(C)oc(C)c21	0
CC(C)(C)C(=O)N1CCC(C(=O)Nc2cccc3c2CCCC3)CC1	-2
CCOC(=O)C1(CCOc2ccccc2)CCN(S(=O)(=O)Cc2ccccc2)CC1	-11

Continuation:
SMILES	mcGAS MS inh
Cc1cccc(C)c1NC(=O)c1c(-c2ccccc2)noc1C	1
O=C1NCC2(CCCN(C(=O)CCCOCc3ccccc3)C2)O1 (stereo unspecified)	-11
COc1ccc(C=C2N=C(c3ccccc3I)OC2=O)c(OC)c1OC	-9
Cc1ccc(CN2CCC(n3cc(-c4cccnc4)nn3)CC2)s1	-12
COc1ccccc1Nc1nc(N2CCCC(C)C2)nc(N)c1[N+](=O)[O-] (stereo unspecified)	12
COCCCN1C(=O)C(Cl)=C(Nc2ccccc2)C1=O	4
CCCn1nc(C(=O)N2CC3C(C2)C3(C)C)ccc1=O (stereo unspecified)	-2
O=C(c1coc(COc2cccc3cccnc23)n1)N1CC[C@@H]2CCCC[C@H]2C1	-8
NC(=O)c1csc(NC(=O)c2cnc(-c3ccccc3F)s2)n1	6
C=CCN1C(N2CCOCC2)=NN2C(=O)NC(c3ccc(OC)cc3)(C(F)(F)F)C(C#N)=C12 (stereo unspecified)	1
Cc1nn2c(-c3ccccc3)nc3ccccc3c2nc1=O	6
CCOCC(=O)NCC1CN(c2ccccc2)C(=O)O1 (stereo unspecified)	-2
CC(=O)OC1CC2CCC1(C)C2(C)C (stereo unspecified)	-4
CC12CN(C(C)(C)C)CC(C)(CN(C(C)(C)C)C1)C2=O	16
O=c1[nH]nc(SCc2cc(Cl)cc3c2OCOC3)n1CC1CCCO1 (stereo unspecified)	0
CCC1CN(C(=O)C2CCN(C(=O)N3CCCC3)CC2)C(CC)CN1Cc1ccccc1 (stereo unspecified)	-2
CO[C@@]1(NC(=O)Cc2cccs2)C(=O)N2C(C(=O)O)=C(COC(N)=O)CS[C@@H]21	-4&0&8
N#Cc1cc2c(=O)n3ccccc3nc2n(Cc2ccco2)c1=N	-5
N#Cc1ccc(CSCC(=O)N2CCCC(C(=O)N3CCOCC3)C2)cc1 (stereo unspecified)	-5
Cc1cc(Nc2ccc(N)cc2)ncn1	-11
NC(=O)CSc1n[nH]c(-c2ccco2)n1	5
O=C(N1CC(c2ccccn2)C1)C12CC3CC(CC(C3)C1)C2	-5
Cc1noc(CN2CCCCC2c2nc3ccccc3o2)n1 (stereo unspecified)	0
COc1ccc(OC)c(N2CCCn3c2nc2c3c(=O)[nH]c(=O)n2C)c1	-4
C/C(Cl)=C/Cc1c(C)[nH]c2ccc(C)cc2c1=O	-35

Following part.
SMILES	mcGAS MS inh
Cc1ccc(F)c(NC2CCCN(C(=O)c3ccccc3Cl)C2)c1 (stereo unspecified)	-6
Cc1nc(CCNC(=O)CC(c2ccccc2)c2ccc(F)cc2)sc1C (stereo unspecified)	-10
CC(C#N)c1cccc(C(=O)N2CCOC(COc3ccc4c(c3)CCCC4)C2)c1 (stereo unspecified)	-6
CN(CCC=C1c2ccccc2CCc2ccccc21)Cc1cc2c(cc1Cl)OCO2	-6
C=C(C)COc1ccccc1C(=O)N1CCCN(c2ncccn2)CC1	-8
O=C1OCCC1Sc1nc2scc(C3CC3)c2c(=O)n1C1CCCCC1 (stereo unspecified)	-1
O=C(O)CSc1nnc2n(-c3ccccc3)c3ccccc3n12	-4
COc1ccnc(N2CCN(C(=O)NCc3cnn(C)c3)CC2)n1	-5
COc1cc(CN2C(=O)C(C)ON=C2c2cccs2)cc(OC)c1 (stereo unspecified)	22
COC(=O)c1ccc(-c2nc(CN3CCN(c4ccccc4F)CC3)c(C)o2)cc1	0
CC1CCCC(N(C)Cc2ccn(C)c(=O)c2)C1 (stereo unspecified)	7
CC(CCn1cccn1)NC(=O)C(C)(C)NC(=O)c1cccs1 (stereo unspecified)	5
CCN(CC)CCn1c(C)c(C)n2c3c(=O)n(Cc4ccc(C)cc4)c(=O)n(C)c3nc12	-6
Cc1ncoc1C(=O)N1CCCC(N2CCN(c3ccccc3F)CC2)C1 (stereo unspecified)	-4
N#Cc1cccnc1NCCCc1nc2ccccc2s1	1
Cc1cccc(C)c1OC1CN(C(=O)CCn2ccc(=O)[nH]c2=O)C1	-7
O=C(N[C@@H]1c2ccccc2C2(CCNCC2)[C@H]1OCc1cccnc1)c1ccco1	-20
N#Cc1ccc(CN2CCN(C(=O)CC3OC(=O)c4ccccc43)CC2)cc1 (stereo unspecified)	3
Oc1c(C(c2ccncc2)N2CCCC2)ccc2cccnc12 (stereo unspecified)	3
Cn1c(CC#N)nc2ccccc21	-3
CCn1nc(C(=O)N(Cc2cccnc2)c2nc3c(Cl)cccc3s2)cc1C	10
O=S(=O)(Oc1ccc2c(c1)OCO2)c1cccc(C(F)(F)F)c1	-17
C=C(C)Cn1c(SCC(=O)N/N=C\c2cccnc2)nnc1-c1ccc(Br)cc1	-9
CC(CN1CCCC1)CN(C)C(=O)c1ccc(NC(=O)C2CCC2)cc1 (stereo unspecified)	-9
O=C(NCC(F)(F)F)c1ccn(-c2ccccc2)n1	-6

Other records follow.
SMILES	mcGAS MS inh
c1ccc(CC2CN(C3CC3)CCN2)cc1 (stereo unspecified)	-3
CCOc1ccc(N2CCN(C(=O)c3ccc(Br)cc3)C(C)C2=O)cc1 (stereo unspecified)	-3
CC(C#N)CNc1ncnc2ccc(Br)cc12 (stereo unspecified)	0
Cc1cccc(C)c1OC1CN(C(CO)CO)C1	-24
Cc1ccc(Cl)cc1NC(=O)CC(=O)NC1CCN(S(C)(=O)=O)CC1	-9
CCn1cc(C(CC(=O)O)c2ccc(Cl)cc2)c2ccccc21 (stereo unspecified)	-1
Cn1cc(N2CCN(c3ccc(C#N)c(Cl)c3)CC2=O)cn1	14
CC(C)CNC(=O)N1CCCC(C(=O)N2CCC(c3ccco3)C2)C1 (stereo unspecified)	-9
CSCCCNC(=O)c1ccccc1OC1CCN(S(C)(=O)=O)CC1	-5
S=C1NC2(CCCC2)N=C1c1ccc(Br)cc1	-4
Cc1oc(NC(=O)C(C)N2CCNC(=O)CC2)c(C#N)c1C (stereo unspecified)	0
C=CCN(CC=C)C(=O)CSc1nnc(N)s1	-5
O=C1NCCN(CCc2ccccc2)C1CC(=O)N1CCN(C(=O)c2ccco2)CC1 (stereo unspecified)	2
O=C1CC(Nc2ncnc3c2CCC3)CN1CCCc1ccccc1 (stereo unspecified)	-10
Cc1[nH]c2ccccc2c1C(Nc1ccccn1)c1ccccn1 (stereo unspecified)	-8
C1=NN2C(SCc3nnc(-c4ccco4)o3)=Nc3ccccc3C2C1 (stereo unspecified)	1
CCOc1ccc(C(=O)NNC(=O)c2ccnn2C)cc1	-47
COc1cccc(CNC(=O)c2ccnc(N(C)C)c2)c1	1
Cc1cccc(NC2SC(=O)N(CC(C)C)C2=O)c1 (stereo unspecified)	-6
COc1cc2sc(C)[n+](CCCS(=O)(=O)O)c2c2sccc12	-6
CCN(CC)C(=O)N1CCN(CN2C(=O)CN(c3ccccc3)C2=O)CC1	10
COc1ccc(NCc2cnc(N3CCCC3)nc2)cc1	-13
CN(C)S(=O)(=O)c1cccc(NC(=O)CN2CCCc3cc(F)cc(F)c32)c1	-5
COC(=O)C1CCN(C(=O)COc2ccc3ccccc3c2Br)CC1	-5
CCC(c1ncnn1C)n1ccnc1-c1ccsc1 (stereo unspecified)	-9

The listing continues:
SMILES	mcGAS MS inh
Cc1cc2nnc(SCC3CCOCO3)n2c2ccccc12 (stereo unspecified)	-3
CC1CN(C(=O)C2CC(=O)Nc3ccccc32)CC1N1CCOCC1 (stereo unspecified)	-5
Cc1ccc(CNC(=O)c2cc(=O)c(OCc3ccccc3)cn2C)cc1	-6
CC(=O)N1CCN(CCC(=O)Nc2cccc(C)c2C)CC1	-8
O=C(Nc1cccnn1)c1ccc(Oc2ccccc2)o1	-1
Oc1c(C=C2N=c3ccccc3=N2)sc(=S)n1Nc1ccccc1	-10
CCSc1nc(CC(=O)NCC2(CO)CCOCC2)cs1	-16
COc1cc(-c2nc(CN3CCCC3c3ccccc3OC)c(C)o2)ccc1F (stereo unspecified)	-6
O=C(Nc1ccc(N2CCCN(Cc3ccc4c(c3)OCO4)C2=O)cc1)OCc1ccccc1	-7
Cn1nc(C(=O)Nc2cccc3ccccc23)ccc1=O	12
Brc1cccnc1Nc1ccccc1	-1
O=S(=O)(c1ccc2c(c1)CCN2)N1CCCCC1	-1
NC1CCN(c2ccccc2C(=O)NCc2ccccc2F)CC1	3
Cc1cc(C)n(CCC2CC(=O)Nc3c2ccc(N2CCCC2)c3C)n1 (stereo unspecified)	-7
CN(C)c1ccc(-c2nc3c(C(=O)NCCc4cnc[nH]4)cccc3[nH]2)cc1	-7
Cc1ccc(C)c(OCCCN2CCc3ccccc3C2)c1	1
Cc1cc(C)nc(NN=Cc2ccncc2)n1	-12
CC1=NC2=C(C(=O)CCC2)C(c2ccc([N+](=O)[O-])cc2)C1C(=O)OCCOc1ccccc1 (stereo unspecified)	2
COc1ccc(-n2ccc3c(cnc4nc(SC)nn43)c2=O)cc1	2
Cc1sc2nc(SCC(=O)Nc3sc4c(c3C#N)CCCC4)n(C)c(=O)c2c1C	-2
CCCCS(=O)(=O)N1CCN(c2nc3ccccc3nc2-c2ccccc2)CC1	-4
Cc1cccc2nc(C(=O)N3CCC4(CN(C)C(=O)O4)C3)cn12 (stereo unspecified)	0
COc1ccc(OCCNC(=O)C2(C)CCN2Cc2c(F)cccc2F)cc1 (stereo unspecified)	-6
CC(=O)c1c(C)oc(C)c1CSCc1ccc(C(=O)O)o1	-2
COc1ccc(NC(=O)CN2C(=O)C(c3ccc(C(C)(C)C)cc3)=NC2(C)C)cc1	-6
FC(F)(F)c1cccc(C=NNc2nc3ccccc3o2)c1	-15
COc1ccc(C2CCCN2C(=O)c2cn3c(C)cccc3n2)cc1OC (stereo unspecified)	7
CCOC(=O)c1ccc(N=C2SC(C(=O)Nc3ccc(C)c(Cl)c3)CC(=O)N2C)cc1 (stereo unspecified)	1
CC(Cc1cn(CCc2nnc(N)s2)nn1)c1ccccc1 (stereo unspecified)	-10
COc1cccc(C=CC(=O)c2ccc(N3CCCC3=O)cc2)c1OC	-1

Among those listed so far, 16 have an aryl methoxy group.
SMILES	mcGAS MS inh
COc1coc(CN2CCOC(C(F)(F)F)C2)cc1=O (stereo unspecified)	5
COc1ccc(C=C2N=C(c3ccccc3I)OC2=O)c(OC)c1OC	-9
COc1ccccc1Nc1nc(N2CCCC(C)C2)nc(N)c1[N+](=O)[O-] (stereo unspecified)	12
C=CCN1C(N2CCOCC2)=NN2C(=O)NC(c3ccc(OC)cc3)(C(F)(F)F)C(C#N)=C12 (stereo unspecified)	1
COc1ccc(OC)c(N2CCCn3c2nc2c3c(=O)[nH]c(=O)n2C)c1	-4
COc1ccnc(N2CCN(C(=O)NCc3cnn(C)c3)CC2)n1	-5
COc1cc(CN2C(=O)C(C)ON=C2c2cccs2)cc(OC)c1 (stereo unspecified)	22
COc1cccc(CNC(=O)c2ccnc(N(C)C)c2)c1	1
COc1cc2sc(C)[n+](CCCS(=O)(=O)O)c2c2sccc12	-6
COc1ccc(NCc2cnc(N3CCCC3)nc2)cc1	-13
COc1cc(-c2nc(CN3CCCC3c3ccccc3OC)c(C)o2)ccc1F (stereo unspecified)	-6
COc1ccc(-n2ccc3c(cnc4nc(SC)nn43)c2=O)cc1	2
COc1ccc(OCCNC(=O)C2(C)CCN2Cc2c(F)cccc2F)cc1 (stereo unspecified)	-6
COc1ccc(NC(=O)CN2C(=O)C(c3ccc(C(C)(C)C)cc3)=NC2(C)C)cc1	-6
COc1ccc(C2CCCN2C(=O)c2cn3c(C)cccc3n2)cc1OC (stereo unspecified)	7
COc1cccc(C=CC(=O)c2ccc(N3CCCC3=O)cc2)c1OC	-1
